OX1R antag-1: OX1R (human) antagonism. AID 485270. OX1R-expressing cells, FRET antagonist read-out. 330,000 tested, 1.8% active. inhibition, % at 6.6 µM. O43613; in the data active = inhibition mostly above about 38%, no sharp cut-off; inactive = mostly below about 40%;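 note: 0% = agonist challenge alone and 100% = reference antagonist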
Target sequence (O43613 whole entry, looked up): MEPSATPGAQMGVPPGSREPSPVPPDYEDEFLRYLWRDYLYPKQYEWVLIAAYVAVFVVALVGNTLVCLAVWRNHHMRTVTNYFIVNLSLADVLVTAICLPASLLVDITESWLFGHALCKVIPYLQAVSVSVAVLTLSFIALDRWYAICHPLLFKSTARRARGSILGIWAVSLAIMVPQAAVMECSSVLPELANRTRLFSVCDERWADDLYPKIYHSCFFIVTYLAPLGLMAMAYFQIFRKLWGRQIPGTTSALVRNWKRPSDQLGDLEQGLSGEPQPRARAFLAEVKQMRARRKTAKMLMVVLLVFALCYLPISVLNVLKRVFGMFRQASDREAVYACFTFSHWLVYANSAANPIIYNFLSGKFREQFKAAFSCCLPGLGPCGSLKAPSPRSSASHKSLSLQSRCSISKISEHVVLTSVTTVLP
OX1R antag-2: human HCRTR1 antagonism; AID 434989; CHO/OX1R cells, Fluo-8 calcium fluorescence, orexin A; 330,000 tested, 0.43% active; O43613; inhibition, % at 5 µM;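 active = inhibition above its plate's threshold, mean inhibition of all tested compounds on the plate plus 3 SD, cut at about 37% in these data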;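 note: 0% = orexin A challenge wells and 100% = SB-334867-A antagonist wells; not every result past the cut was called active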
The depositor's hits bear a star.

#1 CC(C)C1=NN(C(=O)c2cccnc2)C(O)(C(F)(F)F)C1 (configuration not stated)
#2 O=C(NNC1=NCCC1)C1CC1
#3 COCCNC(=O)c1cc(C)ccc1C
#4 Cn1c(SCC(=O)NC2CCCCCC2)nnc1-c1ccco1
#5 CC(=O)O[C@]1(C(C)=O)CC[C@H]2[C@@H]3C=C(Cl)C4=CC(=O)CC[C@]4(C)[C@H]3CC[C@@]21C

screen / no.,1,2,3,4,5
OX1R antag-1,6.8,4.7,-6.4,50.0,13.8
OX1R antag-2,-1.9,-18.7,-3.4,-10.8,-13.2

#6 C[C@H](CO)N1C[C@H](C)[C@@H](CN(C)S(=O)(=O)c2cn(C)cn2)Oc2c(NS(=O)(=O)c3ccc(F)cc3)cccc2C1=O
#7 CC(C(=O)N1CCCCC1)n1ncn2cccc2c1=O (configuration not stated)
#8 CCCCOC(=O)c1cccnc1
#9 O=C1CCC/C(=N\NC(=O)COc2ccc(Cl)cc2)C1
#10 CCCn1c(N)c(C(=O)CSc2ncn[nH]2)c(=O)n(C)c1=O

screen / no.,6,7,8,9,10
OX1R antag-1,5.0,13.4,16.8,3.9,0.0
OX1R antag-2,-10.4,-23.5,-5.2,-17.2,-0.2

Overlap with the part before: 4 compounds, then new ones.
#7 CC(C(=O)N1CCCCC1)n1ncn2cccc2c1=O (configuration not stated)
#8 CCCCOC(=O)c1cccnc1
#9 O=C1CCC/C(=N\NC(=O)COc2ccc(Cl)cc2)C1
#10 CCCn1c(N)c(C(=O)CSc2ncn[nH]2)c(=O)n(C)c1=O
#11 Cc1cnc(NC(=O)CSc2nc3ccccc3s2)s1
#12 CC(=O)c1ccc(S(=O)(=O)Nc2ccc(C(=O)NCCCn3ccnc3)cc2)cc1
#13 Cc1csc2ncc(C(=O)NCCC(c3ccccc3)c3ccccc3)c(=O)n12
#14 Cn1c(=O)c2c(nc(CO)n2C)n(C)c1=O
#15 COC(=O)c1ccc(N2CCCCC2)c(N)c1

screen / no.,7,8,9,10,11,12,13,14,15
OX1R antag-1,13.4,16.8,3.9,0.0,12.7,-5.7,9.8,4.8,13.8
OX1R antag-2,-23.5,-5.2,-17.2,-0.2,-18.4,8.9,-23.2,-8.6,-14.1

Entries of single compounds from above:
Profile of O=C(NNC1=NCCC1)C1CC1 → OX1R antag-1: 4.7; OX1R antag-2: -18.7
Profile of CC(=O)O[C@]1(C(C)=O)CC[C@H]2[C@@H]3C=C(Cl)C4=CC(=O)CC[C@]4(C)[C@H]3CC[C@@]21C → OX1R antag-1: 13.8; OX1R antag-2: -13.2

The results go on:
#16 CCOC(=O)c1cnc(SCC(=O)Nc2ccc(NC(=O)CC)c(OC)c2)nc1N
#17 CCOc1ccc(Nc2oc(-c3ccc(Cl)cc3)nc2C#N)cc1
#18 COc1ccc(C2CC(c3ccc(Br)cc3)=NN2C(=S)Nc2ccccc2)cc1 (configuration not stated)
#19 O=C(NCc1cn2ccsc2n1)c1cccs1
#20 CC(C)CN1CCC(=O)N([C@H](CSc2ccccc2)Cc2ccccc2)CC1

screen / no.,16,17,18,19,20
OX1R antag-1,1.5,5.2,26.9,4.4,35.3
OX1R antag-2,-21.1,-43.4,-0.6,-11.0,-48.3

#21 COc1ccccc1C(=O)N=C1SC2CS(=O)(=O)CC2N1c1ccccc1 (configuration not stated)
#22 COc1ccc(CCNC(=O)Cn2nnc(C(=O)Nc3ccc(Br)cc3)c2N)cc1OC
#23 O=C(N[C@@H](Cc1ccc(O)cc1)C(=O)O)c1ccncc1
#24 COC(=O)C1=C(C)N(Cc2ccccc2)C(=NCc2ccc3c(c2)OCO3)N[C@H]1c1ccccc1
#25 C=CCN1C(=O)[C@]2(c3ccccc31)C1CCCC=C1C(C#N)=C(N)C2(C#N)C#N (some centres not stated)

screen / no.,21,22,23,24,25
OX1R antag-1,1.7,55.2,20.1,3.8,16.2
OX1R antag-2,-0.7,-5.0,1.1,19.7,-3.4

#26 CCOC(=O)C1=CC[C@H]2c3c(c4ccccc4n3C)C(=O)C1N2C
#27 O=C(CSc1nc2sc3c(c2c(=O)n1-c1ccccc1)CCCC3)NCc1ccco1
#28 COC(=O)c1ccccc1C(=O)c1ccc2c(c1)NC(=O)CO2
#29 CC1CC(C)CN(C(=O)c2ccc3c(c2NCCO)C(=O)c2ccccc2C3=O)C1 (configuration not stated)
#30 O=C(NNC(=O)C1CCN(S(=O)(=O)c2ccc(Cl)cc2)CC1)c1ccccc1

screen / no.,26,27,28,29,30
OX1R antag-1,2.0,14.6,21.5,19.3,21.8
OX1R antag-2,-13.8,-18.2,-4.6,-33.6,-1.1

#31 CC1CCN(c2ccc(NC(=O)c3cccnc3)cc2)CC1
#32 CCN(C(=O)COC(=O)/C(=C/c1ccccc1)n1nnnc1C)C1CCCCC1
#33 CCn1c(CNC(=O)C23CC4CC(CC(C4)C2)C3)nnc1SC
#34 COc1ccccc1C(=O)NS(=O)(=O)c1ccc(C)cc1
#35 CC1CCCN(C(=O)C2CCN(C(=O)Nc3ccccc3)CC2)C1 (configuration not stated)

screen / no.,31,32,33,34,35
OX1R antag-1,11.4,24.0,16.9,1.3,4.2
OX1R antag-2,-23.3,-5.0,-9.2,-16.5,-0.1

#36 Cc1ccc(S(=O)(=O)N2CCC(C(=O)NCC3CC3)CC2)cc1
#37 Cc1cc(C)c(OCCCNC2CCCC2)c(Br)c1
#38 COc1ccc(-c2sc3cc4c(cc3c2C#Cc2cncn2C)OCO4)cc1
#39 O=C(NCc1ccc(F)cc1)C1CC(=O)N(C2CCCC2)C1 (configuration not stated)
#40 COc1ccccc1-n1cnnc1SCC(=O)NCC1CCCO1 (configuration not stated)

screen / no.,36,37,38,39,40
OX1R antag-1,2.9,2.0,3.4,2.5,0.3
OX1R antag-2,-13.2,-16.3,26.9,-7.9,-30.8

#41 Cn1c(CCN2CCCCC2)nc2cc(NS(=O)(=O)c3ccc(F)cc3)ccc21
#42 O=C1c2cccc3cccc(c23)C(=O)N1OS(=O)(=O)c1ccc(Cl)cc1
#43 CC(=O)NNC(=O)c1csc(Cc2c(Cl)sc3ccc(Cl)cc23)n1
#44 CC(CCc1ccco1)NC(=O)CCc1nnc2ccc(NCc3ccc(Cl)cc3)nn12 (configuration not stated)
#45 CN(C)c1ccnc2sc(C(=O)c3ccc(Br)cc3)c(N)c12

screen / no.,41,42,43,44,45
OX1R antag-1,12.3,9.8,12.7,8.1,16.1
OX1R antag-2,-10.4,-16.8,-13.7,-6.0,-25.2

#46 COc1ccc(CCNC(=O)CCCOc2cccc(C)c2C)cc1OC
#47 CCCCc1cc(=O)oc2cc(C)cc(OC(C)C(=O)NCc3cccnc3)c12 (configuration not stated)
#48 COc1cccc(C(=O)Nc2nnc(-c3cccs3)o2)c1
#49 CCNC(=O)/C(C#N)=C/c1c(N2CCN(c3ccc(OC)cc3)CC2)nc2c(C)cccn2c1=O
#50 COc1ccc(N2C(=O)CC(NCc3cccs3)C2=O)cc1 (configuration not stated)

screen / no.,46,47,48,49,50
OX1R antag-1,12.7,10.7,7.3,11.7,7.5
OX1R antag-2,-22.1,-40.6,-2.5,-21.6,-22.6

#51 O=C(O)c1cccc(C(=O)O)c1Br
#52 CCN(CC)CC(=O)Nc1sc(C)cc1C(=O)c1ccc(C)cc1
#53 O=C(OCc1ccc(Cl)cc1)c1cccnc1Cl
#54 CCN1CCN(c2ccc(S(=O)(=O)N3CCOCC3)cc2NC(=O)c2ccc(C)c(C)c2)CC1
#55 CCOC(=O)C1=CN(Cc2ccc(Br)cc2)S(=O)(=O)NC1C (configuration not stated)

screen / no.,51,52,53,54,55
OX1R antag-1,12.2,8.9,12.0,6.2,8.5
OX1R antag-2,-12.2,-16.6,-21.4,-23.1,-5.5

#56 COc1cc(CN2CCCC(C(=O)N3CCc4ccccc4C3)C2)cc(OC)c1OC (configuration not stated)
#57 CCOC(=O)N1CCN(C(=O)COc2ccc3oc4c(c3c2)CCCC4)CC1
#58 CC(=O)OC12CC3CC(C1)C(=NO)C(C3)C2
#59 Cn1c(=O)c(=O)n(C)c2cc(N3CCOCC3)c(NS(=O)(=O)c3ccc(F)c(Cl)c3)cc21
#60 CCOC(=O)c1cc(C(=O)c2ccccc2O)cn2c(=O)c3c(C)c(C)sc3nc12

screen / no.,56,57,58,59,60
OX1R antag-1,3.0,11.4,3.2,14.6,14.7
OX1R antag-2,-28.2,-23.5,-7.2,-10.0,-12.0

#61 CC(=O)c1ccc(NC(=S)Nc2cccc(Cl)c2C)cc1
#62 CCN(CC)S(=O)(=O)c1ccc(OC)c(NC(=O)CCc2c(C)noc2C)c1
#63 O=C1C=C(N2CCOCC2)CO1
#64 COc1ccc(C2=NN(C(=O)CSc3nc(=O)n4ccc(C)cc4n3)C(c3ccc(C)cc3)C2)cc1 (configuration not stated)
#65 O=C(C1CCCCN1S(=O)(=O)c1ccccc1[N+](=O)[O-])N1CCCCC1 (configuration not stated)

screen / no.,61,62,63,64,65
OX1R antag-1,11.4,6.1,23.4,2.5,33.6
OX1R antag-2,-18.5,-20.3,10.5,-30.6,-17.0

#66 CCOc1ccc(C2C3=C(CCCC3=O)OC(N)=C2[N+](=O)[O-])cc1 (configuration not stated)
#67 CC(=O)Oc1ccc(C(=O)Nc2cccc(C(=O)c3cccc(NC(=O)c4ccc(OC(C)=O)cc4)c3)c2)cc1
#68 Cc1ccc(S(=O)(=O)Cc2nnnn2-c2ccccc2)cc1
#69 Cc1c(/C(O)=C2\C(=O)C(=O)N(CCN(C)C)C2c2cccs2)cnn1-c1ccccc1 (configuration not stated)
#70 Cc1cccc(NC(=O)c2nc[nH]c2C(=O)Nc2ccccc2[N+](=O)[O-])c1

screen / no.,66,67,68,69,70
OX1R antag-1,9.5,15.4,9.7,16.9,10.9
OX1R antag-2,-15.0,11.5,-11.1,-8.8,-24.4

#71 CCCNc1nc(-c2cc(-c3ccc(Cl)cc3)on2)cc(C(C)C)n1
#72 COC(=O)c1c(-c2ccsc2)sc2ccc(-c3cc(OC)c(OC)c(OC)c3)cc12
#73 Cc1ccccc1NC(=O)CN1C(=O)c2ccccc2C1=O
#74 Clc1cc(Cl)cc(CSc2nnc(-c3sccc3-n3cccc3)o2)c1
#75 Cc1cc(C)nc(NCCC(=O)O)n1

screen / no.,71,72,73,74,75
OX1R antag-1,4.5,1.3,5.3,17.8,15.4
OX1R antag-2,-12.5,-30.3,-10.0,-11.4,0.6

#76 Cc1cc2cc(CCNC(=O)c3cccs3)c(=O)[nH]c2cc1C
#77 COC(=O)N/N=C/c1cc(Cl)c(OCc2ccccc2F)c(OC)c1
#78 COCCOC(=O)/C=C1/NC(=O)CS1
#79 O=C(c1ccc(F)cc1)N1CCCC(c2ccccc2)C1 (configuration not stated)
#80 COc1ccc(OCC(=O)NCCCn2ccnc2)cc1

screen / no.,76,77,78,79,80
OX1R antag-1,10.3,4.0,16.3,13.4,19.0
OX1R antag-2,-33.6,-8.7,13.7,-21.5,-10.4

#81 CCS(=O)CCSc1nc2ccccc2s1 (configuration not stated)
#82 CCN1C/C(=C/c2cccs2)c2nc3ccccc3c(C(=O)O)c2C1
#83 OCc1ccccc1OCCCOc1cccc2cccnc12
#84 CC(=O)Nc1cc2cc(NS(=O)(=O)c3ccc(C)cc3)ccc2oc1=O
#85 COc1ccc(Nc2nc(-c3c[nH]c4ccccc34)cs2)cc1

screen / no.,81,82,83,84,85
OX1R antag-1,15.6,21.6,-3.4,3.4,4.6
OX1R antag-2,-12.4,-8.8,-19.3,-15.0,-1.3

#86 O=C(Nc1ccc(Cl)cc1)Nc1ccc(S(=O)(=O)Nc2ncccn2)cc1
#87 Cc1cc(OCc2ccccc2)ccc1/C(O)=C1/C(=O)C(=O)N(Cc2cccnc2)C1c1ccncc1 (configuration not stated)
#88 Cc1ccc(S(=O)(=O)N2CCOCC2)cc1NC(=O)CSc1nnc2n1CCCCC2
#89 COC1OC(CO)C(O)C(O)C1O (configuration not stated)
#90 Cc1ccc(-n2[nH]c(C)c(CCC#N)c2=O)cc1

screen / no.,86,87,88,89,90
OX1R antag-1,6.1,4.3,3.2,9.3,-7.7
OX1R antag-2,12.1,-7.7,-16.3,2.3,-11.9

#91 C=C(C)Cn1cnc2cc(C)c(C)cc21
#92 O=C(CCC(=O)NNC(=O)Cc1ccccc1)NCc1ccccc1
#93 O=C(COC(=O)c1ccccn1)NCc1ccc(Cl)cc1Cl
#94 CCn1c(SCC(=O)NC2CC2)nnc1-c1ccc(C)cc1
#95 COC(=O)c1cc(-c2c(-c3cc(OC)c(OC)c(OC)c3)noc2C)cc([N+](=O)[O-])c1

screen / no.,91,92,93,94,95
OX1R antag-1,21.2,17.6,4.4,16.7,17.3
OX1R antag-2,-19.1,-15.2,-26.6,-6.7,-24.3

#96 CCOc1ccc(/C=N/NC(=O)c2ccoc2C)cc1OC
#97 Cc1ccc(S(=O)(=O)N(C)c2ccc(OC(=O)c3cccs3)cc2)cc1
#98 CCN(c1ccc(NC(=O)CCNC(=O)c2ccco2)cc1)C(C)C
#99 Cc1ccc(-c2nn(-c3ccccc3)cc2CNCc2ccccc2)cc1
#100 COc1ccc(N=Cc2[nH]c3ccccc3c2O)cc1
#101 CC(C)OCCCn1c(=NC(=O)c2cccs2)c(C#N)cc2c(=O)n3ccccc3nc21

screen / no.,96,97,98,99,100,101
OX1R antag-1,19.4,6.0,0.7,13.3,30.7,27.6
OX1R antag-2,-18.2,37.2,-7.3,7.5,-3.9,-16.4
